TNAP inh noacc: blocks human TNAP activity with no phosphate acceptor present; P05186; purified TNAP, CDP-star luminescence, 30 min; inhibition, % at 20 µM; 0.26% of 200,000 active; AID 1012;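 active = tissue-nonspecific alkaline phosphatase inhibition above about 50% at 20 µM in the single-dose screen, limit read from the data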;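 also: 0% = DMSO negative control and 100% = EDTA positive control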
Target sequence (P05186 whole entry, looked up): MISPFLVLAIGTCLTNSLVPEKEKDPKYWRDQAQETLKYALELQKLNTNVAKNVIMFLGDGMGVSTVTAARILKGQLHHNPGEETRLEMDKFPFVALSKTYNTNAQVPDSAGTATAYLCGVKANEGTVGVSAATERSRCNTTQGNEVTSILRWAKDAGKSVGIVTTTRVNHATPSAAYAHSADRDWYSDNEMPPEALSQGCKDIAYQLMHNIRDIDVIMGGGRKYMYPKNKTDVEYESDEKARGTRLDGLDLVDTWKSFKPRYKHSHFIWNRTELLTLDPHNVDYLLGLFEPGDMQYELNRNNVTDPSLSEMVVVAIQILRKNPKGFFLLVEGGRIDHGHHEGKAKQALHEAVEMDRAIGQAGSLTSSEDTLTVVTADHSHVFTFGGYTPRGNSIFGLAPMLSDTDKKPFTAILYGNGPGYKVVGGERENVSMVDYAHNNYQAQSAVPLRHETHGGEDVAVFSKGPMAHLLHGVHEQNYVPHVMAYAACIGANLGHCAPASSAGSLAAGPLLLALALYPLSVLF
FLuc inhib CS: Photinus pyralis luciferase inhibition counter-screen. ATPLite firefly luciferase biochemical luminescence, 10 min. inhibition, % at 10 µM. 1.5% of 200,000 active;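 active = inhibition above about 50% when tested at 10 µM, limit read from the data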
Target sequence (P08659 whole entry, looked up): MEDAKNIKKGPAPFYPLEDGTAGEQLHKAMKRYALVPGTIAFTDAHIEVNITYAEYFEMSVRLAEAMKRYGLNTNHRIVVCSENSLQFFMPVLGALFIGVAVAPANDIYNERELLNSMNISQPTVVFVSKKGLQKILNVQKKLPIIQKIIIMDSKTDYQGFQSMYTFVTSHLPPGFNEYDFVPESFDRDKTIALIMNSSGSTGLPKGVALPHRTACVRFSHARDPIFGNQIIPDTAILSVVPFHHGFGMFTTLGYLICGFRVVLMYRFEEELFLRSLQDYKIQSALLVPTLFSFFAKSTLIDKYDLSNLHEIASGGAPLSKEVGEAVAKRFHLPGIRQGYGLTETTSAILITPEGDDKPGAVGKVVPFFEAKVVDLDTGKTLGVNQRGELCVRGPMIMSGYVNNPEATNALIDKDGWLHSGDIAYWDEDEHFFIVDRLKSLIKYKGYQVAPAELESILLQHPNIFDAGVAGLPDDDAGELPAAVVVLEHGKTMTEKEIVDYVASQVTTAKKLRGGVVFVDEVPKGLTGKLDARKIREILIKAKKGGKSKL
TNAP act hiacc: activators of human TNAP at high phosphate acceptor concentration; P05186; purified TNAP, CDP-star luminescence, 1 M DEA, 30 min; hits give high values; 0 = EDTA background, 1 = DMSO-only activity; activation factor at 20 µM; 200,000 tested, under 10 active;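 active = activation factor at least 2 at 20 µM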
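Control set: EDTA negative control, DMSO positive control / Assay system: human TNAP / Quantity: TNAP 1/800 final / Evaluation: TNAP activation factor scaled between EDTA and DMSO control wells / Measured by: luminescent substrate turnover signal / Compound dosing: one dose, 20 µM / Times: 30 min enzyme reaction at room temperature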
RAM network inh: blocks the yeast RAM network; 1.8% of 190,000 active; AID 868; inhibition, % at 50 µM; S. cerevisiae dse1pr::URA3 reporter, 5-FOA growth OD615, 2 d; analog-sensitive cbk1-as2 kinase mutant strain;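 active = inhibition above a set limit, 3 SD over mean compound inhibition, cut at about 8.4% in these data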;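 also: 0% = DMSO-only wells with no growth and 100% = 10 µM 1-NA-PP1 full growth; inhibition rescues growth on 5-FOA so higher OD means more RAM inhibition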
APP 5UTR inh: APP translation inhibition; SH-SY5Y APP 5'UTR-luciferase reporter, luminescence; 0.82% of 190,000 active; inhibition, % at 2 µM;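 active = inhibition above a set limit, derived from the sample mean plus 3 SD, cut at about 45% in these data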; also: values of inactives mirror those of a sister screen read the other way
FLuc act counter: firefly luciferase counter-screen for stimulation assays. P08659. ATPlite luciferase biochemical, luminescence, 10 min; 0 = ATP-free wells, 1 = DMSO control. activation factor at 10 µM. 200,000 tested, under 10 active. AID 1027;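 active = luciferase activation factor, scaled between plate controls, of at least 2 with compound at 10 µM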
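System: luciferase plus luciferin reagent, cell-free; medium: PBS as buffer for the ATP substrate; dosing: test compounds dosed from 2 mM stocks in 100% DMSO; timing: 10 min post-reagent at room temperature; measured by: luminescence measurement of luciferase light output; evaluation: luciferase activation, seen as luminescence increase over controls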
bIAP inhibitor: intestinal alkaline phosphatase (bovine) inhibition | purified bovine IAP, CDP-star luminescence, 30 min | inhibition, % at 20 µM | 190,000 tested, under 10 active;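 active = over 50% inhibition of intestinal alkaline phosphatase at 20 µM in the single-dose screen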
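System: purified bovine intestinal alkaline phosphatase (IAP) enzyme; Input: IAP diluted 1/65,000,000 in the well; Measured by: CDP-star luminescence signal; Compound dosing: 20 µM single dose; Incubation: 30 min reaction at room temperature.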
L major viab: inhibitors of Leishmania major promastigote growth. inhibition, % at 10 µM. AID 1063. Leishmania major promastigotes, resazurin fluorescence viability. 9% of 200,000 active; in the data active = inhibition above about 50%;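 also: promastigotes grown with compound for 44 hours at 28 °C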
TNAP inh hiacc: blocks human TNAP under high phosphate acceptor concentration; purified TNAP, CDP-star luminescence, 1 M DEA; inhibition, % at 20 µM; 0.03% of 200,000 active; AID 1135;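 active = over 50% inhibition of tissue-nonspecific alkaline phosphatase at 20 µM in the single-dose screen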;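 also: plate controls were DMSO wells for no effect and EDTA-quenched wells as full inhibition for full effect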
bIAP activator: intestinal alkaline phosphatase (bovine) activation | purified bovine IAP, CDP-star luminescence, 30 min; hits give high values; fold of DMSO-control signal, blank-subtracted | activation factor at 20 µM | 0.17% of 200,000 active | AID 1016;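 active = activation factor of 2 or more at 20 µM, a signal rise over negative controls twice the positive control's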
* = called active by the depositor; . = not tested or not shown.

SMILES	TNAP inh noacc	FLuc inhib CS	TNAP act hiacc	RAM network inh	APP 5UTR inh	FLuc act counter	bIAP inhibitor	L major viab	TNAP inh hiacc	bIAP activator
Cc1nnc(SCC(=O)N(CC(C)C)c2c(N)n(CC(C)C)c(=O)[nH]c2=O)n1-c1ccccc1	0	-2	1	1.9	-3	1	26	3	4	0.7
COC(=O)c1c(NC(=S)Nc2ccc(F)cc2[N+](=O)[O-])sc2c1CCCCC2	-5	2	0.9	2.0	1	1	10	-2	13	0.9
COc1ccccc1NS(=O)(=O)c1cc(NC(=O)CNC(=O)c2cc(C)cc(C)c2)ccc1C	-12	-1	1	6.8	-6	1	6	-3	-2	0.9
CC1(C)CC(=O)C(C=NCCN2CCN(CCc3ccccc3)CC2)=C(O)C1	-6	-8	1	1.9	4	1.1	8	-6	-3	0.9
Cc1ccc2nc(Nc3ccc4[nH]c(=O)[nH]c4c3)c(-n3nc(C)cc3C)nc2c1	-1	22	1	7.1	-34	0.8	22	18	-1	0.8
Fc1ccc(N2CCN(/C=C/c3nnnn3-c3ccccc3)CC2)cc1	-8	3	1	3.3	-3	1	1	-6	2	1
O=C(c1ccccc1)c1ccc(N2CCOCC2)c(F)c1	-8	14	1.1	1.1	-110	0.9	12	53*	-6	0.9
O=C(NCCCCNC(=O)c1cccs1)c1cccs1	-5	-12	1	1.2	-11	1.1	17	-3	-3	0.8
O=C(CSc1nncs1)Nc1ccc(S(=O)(=O)N2CCCC2)cc1	-11	1	1	0.1	15	1	4	-4	-1	1
O=C(CN1CCN(C(=O)c2ccco2)CC1)Nc1cc(Cl)ccc1Cl	2	0	0.9	0.9	-17	1	-8	3	7	1.1
Cc1occc1C(=O)NC(C)C1CCCO1 (stereo not given)	-6	0	1	0.8	-11	1	0	-1	3	1
CCC(Sc1nc(-c2ccccc2)c(C#N)c(=O)[nH]1)C(=O)Nc1cc(C)on1 (stereo not given)	-10	-7	1	3.3	-2	1.1	11	-3	2	0.9
O=C1CC(N2CCN(c3cccc(C(F)(F)F)c3)CC2)C(=O)N1c1ccccc1F (stereo not given)	-6	-1	1	-1.9	-6	1	1	-8	-2	1
CS(=O)(=O)c1cnc2c(-c3ccsc3)cnn2c1N	-8	62*	1.1	1.1	-109	0.4	-14	4	-9	1.1
CCOC(=O)Nc1ccc(C(N)=O)cc1	4	-5	1	1.5	-8	1	0	-1	-1	1
Cc1[nH]c2ccccc2c1Cc1nnc(SCC(N)=O)o1	-1	-1	1	-0.8	5	1	9	-3	2	0.9
COc1ccc(N2CCN(CCCNC(=O)Nc3ccccc3)CC2)cc1	-3	-1	1.1	-0.1	-5	1	-18	0	-7	1.2
Cc1oc2cc(OCC(=O)O)ccc2c(=O)c1Oc1ccccc1	5	-6	1	2.7	-2	1.1	-4	-2	-4	1
O=C(CSC1=NS(=O)(=O)c2ccccc21)Nc1ccccc1	-35	4	1	-1.4	14	1	-4	-7	-3	1
O=C(Cn1cnc2c(nnn2Cc2ccc(F)cc2)c1=O)N1CCN(c2ccccc2)CC1	-3	-3	1	-0.8	8	1	-7	3	-1	1.1
Cn1cnnc1SCC(=O)NN(c1ccccc1)c1ccccc1	-4	-2	1	1.2	8	1	28	-5	-2	0.7
CCOc1ccccc1N(CC(=O)NCc1ccccc1)C(=O)CCC(=O)Nc1cc(C)ccn1	-12	-3	1.1	0.7	17	1	-20	5	-8	1.2
COc1ccc2c(c1)C1CC(C)(NC(=O)C1C(=O)c1ccccc1)O2 (stereo not given)	-4	-3	1	1.2	3	1	12	2	-1	0.9
COC(=O)Cc1ccc(NC(=S)NCc2cccc(OC)c2)cc1	-9	-8	1	1.3	-22	1.1	14	-5	-5	0.9
O=C(NCCCN1CCOCC1)c1sc2cc(Cl)ccc2c1Cl	-16	-7	1	1.6	6	1.1	-7	92*	-2	1.1
COC(=O)c1ccc(NC(=S)NCCC2=CCCCC2)cc1	-6	-6	1	3.4	-3	1.1	-6	-3	-5	1.1
COc1ccccc1Nc1nc(N)nc(CN(C)C2CCCCC2)n1	-4	-3	1	0.4	-23	1	6	1	1	0.9
NCc1oc(-c2ccccc2)cc1C(=O)O	-9	-5	1	0.0	-6	1.1	4	-7	1	1
CC1CCC(NC(=O)CCNC(=O)c2ccccc2)CC1 (stereo not given)	-6	-8	1.1	-1.1	-17	1.1	1	2	-5	1
COc1cc(NC(=O)c2ccc(COc3ccccc3Br)o2)cc(OC)c1OC	-13	-3	1.1	3.3	-1	1	-17	68*	-5	1.2

Brought forward from above: two entries, followed by the next part.
SMILES	TNAP inh noacc	FLuc inhib CS	TNAP act hiacc	RAM network inh	APP 5UTR inh	FLuc act counter	bIAP inhibitor	L major viab	TNAP inh hiacc	bIAP activator
CC1CCC(NC(=O)CCNC(=O)c2ccccc2)CC1 (stereo not given)	-6	-8	1.1	-1.1	-17	1.1	1	2	-5	1
COc1cc(NC(=O)c2ccc(COc3ccccc3Br)o2)cc(OC)c1OC	-13	-3	1.1	3.3	-1	1	-17	68*	-5	1.2
CS(=O)(=O)N(CC(=O)Nc1ccccc1)Cc1ccc(Cl)cc1	-6	-11	1.1	2.8	-16	1.1	6	3	-8	0.9
COc1cccc(NC(=S)N2CCN(Cc3ccccc3)CC2)c1	-13	-4	1	0.9	.	1	0	11	-3	1
CCCCCCCN1N=C(C)C(C(=O)c2ccccc2)C1=O (stereo not given)	-11	1	0.9	-1.7	-2	1	7	-5	8	0.9
Cc1cc(Cl)ccc1OCC(=O)N[C@@H](Cc1ccccc1)c1nc2ccccc2[nH]1	-15	-4	1	3.8	3	1	4	5	-1	1
O=[N+]([O-])c1ccc(Sc2n[nH]c(-c3ccncc3)n2)nc1	-8	-8	1	0.4	-12	1.1	22	-4	-1	0.8
NS(=O)(=O)c1ccc(NC(=S)NC(=O)/C=C/c2ccco2)cc1	30	-8	1	1.9	-7	1.1	9	-8	5	0.9
CCNc1nc(OC)nc(SCC(N)=O)n1	-9	-5	1.1	1.6	0	1.1	4	-1	-5	1
CC(C)CCN1CCNC(=O)C1CC(=O)Nc1ccc(F)cc1 (stereo not given)	-10	-3	1.1	-0.4	-10	1	-2	-2	-8	1
Cc1nn(Cc2ccccc2)c(Cl)c1C(=O)NCCc1ccccc1	-9	13	1	2.6	-91	0.9	19	-2	-1	0.8
COCCNC(=O)C(C)OC(=O)c1cc2sccc2n1C (stereo not given)	-9	-10	1.1	-0.2	15	1.1	11	-2	-6	0.9
CCCCCC1CC(=O)N(Cc2ccc(Cl)cc2)C(=O)N1 (stereo not given)	-6	-3	1	1.7	0	1	8	-4	0	0.9
CC1=CC(C)(C)N(C(=O)CSc2ncn[nH]2)c2ccccc21	-6	-3	1.1	-0.1	15	1	-11	24	-7	1.1
Cc1ccc(-c2cc(C(=O)N/N=C/C=C/c3ccccc3)n[nH]2)s1	33	15	1.1	1.3	-16	0.8	9	24	-5	0.9
O=C(O)C1(P(=O)(c2ccc(Cl)cc2)c2ccc(Cl)cc2)CC1	-6	-4	1.1	1.4	-34	1	-6	-4	-6	1.1
COc1ccc(NC(=O)c2ccccn2)cc1S(=O)(=O)N1CCOCC1	-8	-7	1	0.4	3	1.1	-15	-12	-2	1.1

Three compounds already listed, ordered by their value in bIAP activator, lowest first:
smiles	bIAP activator
CCCCCC1CC(=O)N(Cc2ccc(Cl)cc2)C(=O)N1 (stereo not given)	0.9
CCNc1nc(OC)nc(SCC(N)=O)n1	1
O=C(Cn1cnc2c(nnn2Cc2ccc(F)cc2)c1=O)N1CCN(c2ccccc2)CC1	1.1

Other results.
SMILES	TNAP inh noacc	FLuc inhib CS	TNAP act hiacc	RAM network inh	APP 5UTR inh	FLuc act counter	bIAP inhibitor	L major viab	TNAP inh hiacc	bIAP activator
COc1cc2c(cc1NC(=O)C(C)N1CCN(S(=O)(=O)c3ccc(C)c(C)c3)CC1)oc1ccccc12 (stereo not given)	-5	-9	1.1	3.4	-12	1.1	1	0	-9	1
CC1(C)CC(=O)C2=C(C1)N(c1ccc(F)cc1)C(N)=C(C#N)C2c1cccs1 (stereo not given)	-11	-6	1	-0.8	9	1.1	17	19	-2	0.8
O=C(NCCCN1CCOCC1)C(=O)NCc1ccccc1Cl	-7	-4	1	0.7	-9	1	6	1	1	0.9
O=C1Nc2ccccc2C12OCCCCO2	-2	1	1	-0.8	8	1	-5	-4	-3	1.1
O=C(CCCCCn1c(=O)[nH]c2ccsc2c1=O)N1CCCCC1	-9	-7	1	2.7	-7	1.1	5	-1	0	0.9
NC(=O)c1ccc(NC(=O)c2ccccc2S(=O)(=O)c2ccccc2[N+](=O)[O-])cc1	-13	-5	1	0.5	4	1.1	-3	-5	-2	1
O=C(COc1ccc(S(=O)(=O)NCCc2ccccc2)cc1)N1CCCC1	-8	-6	1	1.6	0	1.1	4	-4	-2	1
CCOCCCNC(=O)N[C@@H](C)C(=O)OC	-10	-7	1	2.0	-8	1.1	4	-10	-1	1
Cc1ccc(S(=O)(=O)N(C)c2ccc(C(=O)NCc3ccccn3)cc2)cc1	-14	-5	1	1.9	7	1	-18	-3	-4	1.2
Cc1cc(NC(=O)CSc2nnc(-c3ccoc3C)n2N)no1	4	-6	1	3.6	-13	1.1	7	2	-4	0.9
OC(c1ccccc1)c1nccc2ccccc12 (stereo not given)	-10	1	1	0.8	3	1	10	4	-1	0.9
COc1ccc(NC(=S)Nc2cccc3cnccc23)cc1	-12	-4	1	1.6	8	1	26	2	-1	0.7
CC(=O)CSc1ncnc2sc3c(c12)CCC(C)C3 (stereo not given)	-9	12	1	8.3	-15	0.9	11	-3	-5	0.9
CC1=NC2(CCCc3c2no[n+]3[O-])N(O)C1(C)C (stereo not given)	-1	-2	1.1	0.0	-14	1	-2	-1	-7	1
Cc1ccc(SC(C)C(=O)N2CCCC2)cc1 (stereo not given)	-25	-9	1	3.0	22	1.1	16	-4	-4	0.8
Cc1cccc(NC(=O)Cc2noc3ccccc23)c1C	-6	-10	1	2.0	-27	1.1	9	0	-3	0.9
Cc1ccc(C)c(S(=O)(=O)N=Nc2c(O)[nH]c3ccccc23)c1	-3	-2	1	2.2	-7	1	-17	-1	2	1.2
O=C(COC(=O)CCC(=O)c1cccs1)NC1CC1	-15	-8	1.1	1.4	-1	1.1	-5	-9	-6	1.1
Cc1noc(C)c1COC(=O)[C@@H](NC(=O)c1ccccc1Cl)C(C)C	-2	-4	1	1.6	20	1	-10	-1	2	1.1
CCCn1c(=O)c(-c2ccccc2)c(O)c2ccccc21	-8	0	1	-0.8	6	1	14	-4	-4	0.9
O=c1c(C=NCCCO)c(-c2ccccc2)[nH]n1-c1nc2ccccc2s1	-3	4	1	3.0	28	1	6	-9	-5	0.9
CC1=C(CCN2CCN(C(C)C)C(CCO)C2)C(C)(C)CCC1 (stereo not given)	-9	-2	1	1.6	1	1	6	19	-4	0.9

Quoted from the listing.
Under bIAP activator, O=c1c(C=NCCCO)c(-c2ccccc2)[nH]n1-c1nc2ccccc2s1 has the entry 0.9
Under TNAP inh noacc, O=C(COC(=O)CCC(=O)c1cccs1)NC1CC1 has the entry -15
Under RAM network inh, CCCn1c(=O)c(-c2ccccc2)c(O)c2ccccc21 has the entry -0.8
